TPT1 inh: Candida albicans TPT1 enzyme inhibitors, primary screen, biochemical, fluorescence polarization; recombinant caTPT1, FP RNA substrate dephosphorylation; inhibition, % at 5 µM; actives 0.81% (n = 300,000); tRNA 2'-phosphotransferase TPT1 (Candida albicans SC5314);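 active = inhibition above the mean of all tested compounds plus 3 SD, set per screening campaign, cut at about 24% in these data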;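 also: plate controls were DMSO alone for no effect and ferristatin control at 100 nM for full effect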
proCasp7 act: procaspase-7 activators, primary screen, counter-screen for procaspase-3 activator project, biochemical, absorbance, HTS, human. AID 463210, 2010. Caspase-7 (Homo sapiens), P55210. activation, % at 8.5 µM. recombinant procaspase-7, Ac-DEVD-pNA absorbance 405 nm; D23A/D198A/D206A triple mutant, cannot self-cleave; scale: DMSO 0, 5 µM enzyme 100. actives 0.093% (n = 330,000);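 active = percent activation above the screen-wide mean plus 3 SD, cut at about 25% in these data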
Target sequence (P55210 whole entry D23A/D198A/D206A): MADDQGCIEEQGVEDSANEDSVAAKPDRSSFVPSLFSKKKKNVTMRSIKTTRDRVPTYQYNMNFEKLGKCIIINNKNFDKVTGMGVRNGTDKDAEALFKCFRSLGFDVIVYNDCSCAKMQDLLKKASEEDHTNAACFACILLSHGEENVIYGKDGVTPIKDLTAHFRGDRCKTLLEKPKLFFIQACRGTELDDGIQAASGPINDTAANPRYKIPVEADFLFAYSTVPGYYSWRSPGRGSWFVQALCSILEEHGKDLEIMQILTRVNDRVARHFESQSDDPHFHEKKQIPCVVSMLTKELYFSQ
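Assay system: Uncleavable procaspase-7 mutant enzyme / Input: 2 µM procaspase-7 mutant as dispensed / Dosing: single nominal 8.5 µM compound dose, 0.8% DMSO final / Timing: 1 h enzyme–compound preincubation and 2 h substrate reaction, both 25 °C / Detection: p-Nitroaniline absorbance at 405 nm, read at 0 and 120 min / Replication: singlicate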
proCasp3 act: activators of human procaspase-3 D3A mutant, primary screen, biochemical, absorbance, PC-3 D3A mutant, single concentration; recombinant procaspase-3 D3A, Ac-DEVD-pNA absorbance 405 nm; activation, % at 8.5 µM; actives 0.11% (n = 330,000);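 active = activation above the mean of all tested compounds plus 3 SD, cut at about 21% in these data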;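 also: 0% = DMSO alone and 100% = DMSO wells spiked with extra 5 µM PC-3 D3A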
Target sequence (P42574 whole entry D9A/D28A/D175A): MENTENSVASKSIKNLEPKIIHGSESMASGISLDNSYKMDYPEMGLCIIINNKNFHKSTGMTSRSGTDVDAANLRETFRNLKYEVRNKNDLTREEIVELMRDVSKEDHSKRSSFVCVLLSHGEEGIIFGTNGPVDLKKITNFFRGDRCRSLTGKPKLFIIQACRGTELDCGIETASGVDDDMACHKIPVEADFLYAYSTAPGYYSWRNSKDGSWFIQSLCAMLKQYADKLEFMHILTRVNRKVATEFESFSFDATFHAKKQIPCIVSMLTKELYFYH
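Assay system: Procaspase-3 D3A mutant, all three cleavage aspartates alanine. Buffer or medium: Zinc-free HEPES saline buffer with Triton X-100. Times: 1 h compound preincubation, 2 h substrate hydrolysis at 25 °C. Measured by: 405 nm absorbance of p-nitroaniline, reads at 0 and 120 min. Read-out basis: percent activation relative to control range. Replicates: singlicate.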
PP5 primary: PP5 phosphatase inhibitors, primary screen, biochemical, fluorescence; purified PP5c, OMFP substrate fluorescence; AID 1987, 2009; inhibition, % at 6.7 µM; actives 0.18% (n = 320,000);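 active = inhibition above the campaign's mean inhibition across all tested compounds plus 3 SD, cut at about 9.5% in these data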;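 also: 0% = DMSO only and 100% = 100 µM cantharidin control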
Target sequence (P53041 whole entry, looked up): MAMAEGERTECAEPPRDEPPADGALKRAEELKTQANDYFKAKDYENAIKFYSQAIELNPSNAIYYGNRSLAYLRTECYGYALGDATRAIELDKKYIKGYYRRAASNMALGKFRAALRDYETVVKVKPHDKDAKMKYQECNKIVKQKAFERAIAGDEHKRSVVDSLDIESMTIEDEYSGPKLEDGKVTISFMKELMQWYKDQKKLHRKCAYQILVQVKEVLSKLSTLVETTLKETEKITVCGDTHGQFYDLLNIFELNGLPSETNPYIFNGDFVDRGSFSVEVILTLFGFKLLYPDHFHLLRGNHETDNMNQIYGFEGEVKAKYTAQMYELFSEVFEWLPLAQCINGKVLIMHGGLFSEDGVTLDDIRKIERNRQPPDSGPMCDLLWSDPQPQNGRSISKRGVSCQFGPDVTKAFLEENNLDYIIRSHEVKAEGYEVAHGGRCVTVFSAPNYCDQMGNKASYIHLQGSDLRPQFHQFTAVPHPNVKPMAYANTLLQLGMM
AHR activator: AHR activators, primary screen, cell-based, luminescence, luciferase reporter, human. Aryl hydrocarbon receptor (Homo sapiens), P35869. AHR-responsive luciferase reporter cells. activation, % at 5 µM. actives 2.5% (n = 320,000); in the data active = activation above about 47%;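 also: 0% = vehicle wells and 100% = reference agonist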
Fh CTSL1 inh: Fasciola hepatica cathepsin L1 inhibitors, primary screen, counter-screen for PFM18AAP inhibitor project, biochemical, QFRET, fluorogenic peptide substrate; recombinant F. hepatica cathepsin L1, Z-Leu-Arg-MCA fluorescence; inhibition, % at 5.96 µM; actives 0.49% (n = 300,000);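 active = inhibition above the mean of all tested compounds plus 3 SD, set per screening campaign, cut at about 17% in these data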;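 also: 0% = plate median of test compound wells and 100% = 1 µM Z-Phe-Ala-diazomethylketone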
PP1 inh: PP1-alpha phosphatase inhibitors, primary screen, counter-screen for PP5 inhibitor project, biochemical, fluorescence, OMFP substrate, single point. Serine/threonine-protein phosphatase PP1-alpha catalytic subunit (Homo sapiens), P62136. purified PP1alpha. inhibition, % at 6.7 µM. actives 0.9% (n = 320,000);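 active = inhibition above the mean inhibition of all tested compounds plus 3 SD, computed separately for each screening campaign, cut at about 15% in these data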
core dimer inh: inhibitors of HCV core protein dimerization, primary screen, biochemical, TR-FRET, high-throughput; TR-FRET GST/Flag-core106 dimerization, 1536-well; inhibition, % at 5 µM; actives 0.33% (n = 300,000);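 active = inhibition above the mean of all tested compounds plus 3 SD, set per screening campaign, cut at about 45% in these data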
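Material: GST/Flag-tagged HCV core106 proteins. Incubation: 4 h, 22.5 °C incubation. Read-out basis: inhibition (%) from 671 over 617 nm ratio. Measured by: TR-FRET, excitation 340 nm, emission 617 and 671 nm.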
PAFAH2 inh: PAFAH2 enzyme inhibitors, primary screen, biochemical, fluorescence polarization, human. Platelet-activating factor acetylhydrolase 2, cytoplasmic (Homo sapiens), Q99487. recombinant PAFAH2, FP-rhodamine activity probe. inhibition, % at 3.39 µM. actives 0.99% (n = 340,000). AID 492956, 2010;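 active = inhibition above the mean over all tested compounds plus 3 SD, cut at about 30% in these data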;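 also: inhibitors block probe labeling of enzyme so polarization drops; 0% = enzyme with DMSO and 100% = wells lacking PAFAH2 protein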
Numbers without * were called inactive; . = no result given. An unsorted share of the library; about 5.6% have a hit in one of these screens.

1	C=CCON1C(=O)C(=O)N(OCC=C)[C@H]2CCCC[C@H]21
2	Cc1ccc(N(CC(=O)Nc2c(C)n(C)n(-c3ccccc3)c2=O)S(C)(=O)=O)c(C)c1
3	Cc1ccnc(SCCn2c(N3CCN(Cc4ccccc4)CC3)nc3c2c(=O)[nH]c(=O)n3C)n1
4	Cc1ccc(S(=O)(=O)N(C)CC(=O)Nc2ccccc2N2CCCC2)cc1
5	COc1cc2c(=O)n(CC3CCCO3)c(=O)n(CC(=O)Nc3cccc(Cl)c3)c2cc1OC (configuration not stated)
6	CC[N+](C)(CC)CCC/C(=N/O)C(O)(c1ccccc1)c1ccccc1

assay / compound,1,2,3,4,5,6
AHR activator,-1,0,1,2,5,0
TPT1 inh,-1,0,-4,.,9,-1
PAFAH2 inh,.,4,3,-4,-1,.
core dimer inh,3,-4,-8,.,9,0
proCasp3 act,1,2,3,5,-4,-6
Fh CTSL1 inh,-1,-1,-1,.,3,-1
PP1 inh,-4,-3,-3,-1,0,-1
PP5 primary,0.8,0.1,2.5,0.5,3.4,0.5
proCasp7 act,5,4,-6,12,-9,-11

Continued, overlapping the part above by three compounds.
4	Cc1ccc(S(=O)(=O)N(C)CC(=O)Nc2ccccc2N2CCCC2)cc1
5	COc1cc2c(=O)n(CC3CCCO3)c(=O)n(CC(=O)Nc3cccc(Cl)c3)c2cc1OC (configuration not stated)
6	CC[N+](C)(CC)CCC/C(=N/O)C(O)(c1ccccc1)c1ccccc1
7	COc1cc(C(=O)OCC(=O)c2cc(C)n(CC3CCCO3)c2C)cc(OC)c1C (configuration not stated)
8	CCOC(=O)C(CCCCP(=O)(c1ccccc1)c1ccccc1)(NC(C)=O)C(=O)OCC
9	CC(NS(=O)(=O)c1ccccc1)C(=O)Nc1nccs1 (configuration not stated)
10	O[C@H]1COC2C1OC[C@@H]2O (some centres not stated)
11	Cc1cc(C)c2c(n1)SCC(=O)N2CC(=O)Nc1cccc(Cl)c1
12	CC(=O)Nc1ccc(-c2csc(NC(=O)C3=COCCO3)n2)cc1

assay / compound,4,5,6,7,8,9,10,11,12
AHR activator,2,5,0,0,-3,12,2,8,28
TPT1 inh,.,9,-1,.,1,1,1,-2,2
PAFAH2 inh,-4,-1,.,6,4,4,4,6,-4
core dimer inh,.,9,0,.,2,28,4,6,6
proCasp3 act,5,-4,-6,-2,6,3,-3,7,-1
Fh CTSL1 inh,.,3,-1,.,0,-2,-6,2,2
PP1 inh,-1,0,-1,0,-3,-4,0,-2,-3
PP5 primary,0.5,3.4,0.5,3.4,-2.5,-0.3,0.3,-0.1,-1.7
proCasp7 act,12,-9,-11,0,10,5,-5,0,4

13	Nc1cc(N)nc(SCC(=O)Nc2ccc3c(c2)OCO3)n1
14	COc1ccccc1N1CCN(C(=O)c2noc(C)c2[N+](=O)[O-])CC1
15	CC1CCC2(CC1)NC(=O)N(CC(=O)NC1CCCCC1C)C2=O (configuration not stated)
16	O=C(COC(=O)c1ccc(NS(=O)(=O)c2ccc3c(c2)OCCO3)cc1)NC1CC1
17	S=C(Nc1ccc(Oc2ccccc2)cc1)NC1CCCCC1
18	CCOc1ccccc1C1NC(=O)CCC1[N+](=O)[O-] (configuration not stated)

assay / compound,13,14,15,16,17,18
AHR activator,2,-1,-2,-1,3,-1
TPT1 inh,-3,-10,.,1,1,-2
PAFAH2 inh,9,-1,-3,64*,-7,-2
core dimer inh,2,-10,.,-2,4,-5
proCasp3 act,9,8,2,4,-1,7
Fh CTSL1 inh,6,13,.,1,-1,1
PP1 inh,6,-3,.,-1,0,-2
PP5 primary,-6.7,-3.7,.,-1.3,1.5,-1.6
proCasp7 act,-6,-5,16,3,15,7

19	CCn1nc(NC(=O)C(C)C)c2cc3ccc(C)cc3nc21
20	O=C(c1cc([N+](=O)[O-])cc([N+](=O)[O-])c1)N1CCOCC1
21	NC(=O)CSc1nnc(Cc2csc(Nc3ccccc3)n2)n1Cc1ccccc1
22	COc1cc(C(=O)N/N=C/c2cc([N+](=O)[O-])cs2)cc(OC)c1OC
23	O=[N+]([O-])c1ccc(Oc2ccc(/C=N/O)cc2)nc1
24	COc1cc(NC(=O)c2cccs2)ccc1NC(=O)c1ccccc1Cl

assay / compound,19,20,21,22,23,24
AHR activator,3,2,2,-3,-1,-11
TPT1 inh,2,1,0,3,-2,-2
PAFAH2 inh,-1,4,0,-6,3,2
core dimer inh,-6,-4,-8,1,-2,0
proCasp3 act,-1,2,2,-2,5,-5
Fh CTSL1 inh,-2,-4,-1,4,-2,5
PP1 inh,1,0,0,-3,-2,-6
PP5 primary,1.6,0.8,-0.4,1.0,-1.0,1.7
proCasp7 act,-2,4,1,8,2,2

25	Oc1ccc(-c2n[nH]c(C(F)(F)F)c2-c2ccccc2)c(O)c1
26	O=C(C1CC(=O)N(c2ccc(F)cc2)C1)N1CCCCC1 (configuration not stated)
27	CC(C)C(NC(=O)c1ccco1)C(=O)OCc1cc([N+](=O)[O-])cc2c1OCOC2 (configuration not stated)
28	CC(C)c1ccccc1NC(=O)CNCCOc1ccccc1F
29	CN(Cc1ccccc1)S(=O)(=O)c1ccc2[nH]c(=O)ccc2c1
30	CC(C)=NNC(=O)CN1C(=O)NC2NC(=O)NC21 (configuration not stated)

assay / compound,25,26,27,28,29,30
AHR activator,2,-2,4,1,-2,-2
TPT1 inh,0,1,4,-2,0,-2
PAFAH2 inh,.,-4,2,1,-3,-4
core dimer inh,3,-8,2,-10,-6,0
proCasp3 act,7,0,9,4,0,2
Fh CTSL1 inh,1,4,-13,4,2,0
PP1 inh,1,3,-3,-3,5,2
PP5 primary,5.9,-1.8,0.1,1.1,-2.9,0.2
proCasp7 act,-2,7,17,6,9,8

31	COc1cc(C2CC(=O)Nc3c2c(=O)nc2c(C)cccn32)cc(OC)c1OC (configuration not stated)
32	COc1ccc(-c2onc(C)c2-c2ccc3c(c2)OCCO3)c(O)c1
33	CC(=O)c1ccc(N2CCN(C(=O)[C@H](C)NC(=O)c3ccccc3Cl)CC2)cc1
34	NS(=O)(=O)c1ccc(NC(=O)COC(=O)c2ccc(S(=O)(=O)N3CCOCC3)cc2)cc1
35	O=C(NCc1ccc2c(c1)OCO2)c1ccc(Cl)s1
36	Cc1ccc2nc3c(cc(C(=O)NCc4ccco4)c(=N)n3Cc3ccco3)c(=O)n2c1

assay / compound,31,32,33,34,35,36
AHR activator,0,1,-1,-2,9,0
TPT1 inh,-3,-2,-4,.,1,2
PAFAH2 inh,-2,-7,-1,-1,4,8
core dimer inh,0,2,-6,.,2,70*
proCasp3 act,7,1,0,2,-3,-16
Fh CTSL1 inh,4,1,3,.,2,19*
PP1 inh,-2,-2,-3,.,-3,4
PP5 primary,-0.5,3.2,0.5,.,1.7,1.2
proCasp7 act,8,3,-2,-5,5,-13

37	CN(C)CCCNc1nc(-c2ccccc2)c2c(c1C#N)CC(C)(C)OC2
38	CCOc1ccc(N2CC(C(=O)Nc3ccc(F)cc3F)CC2=O)cc1 (configuration not stated)
39	CCc1ccc(NC(=O)C(=O)NCCOc2ccccc2Cl)cc1
40	O=C(Nc1ccc(O)c(C(=O)O)c1)c1cccc(NC(=O)c2ccco2)c1
41	COC(=O)c1ccc(CNC(=O)CCC(=O)N2CCOCC2)cc1
42	Cc1cc(C(=O)N2CCN(C(c3ccccc3)c3ccccc3)CC2)no1

assay / compound,37,38,39,40,41,42
AHR activator,-1,3,4,-1,0,2
TPT1 inh,-6,1,3,-5,.,-4
PAFAH2 inh,-6,-10,-7,2,-5,3
core dimer inh,-4,2,4,8,.,-1
proCasp3 act,11,12,7,7,8,1
Fh CTSL1 inh,2,1,-3,-4,.,5
PP1 inh,-3,5,4,-1,.,0
PP5 primary,-1.4,0.7,0.1,2.5,.,3.5
proCasp7 act,1,11,12,-3,-1,9

43	Cc1ccc2c(CN3C(=O)NC(C)(c4ccc5c(c4)OCO5)C3=O)cc(=O)oc2c1 (configuration not stated)
44	CC1CCCN(CCCNC(=O)c2nn(C)c3c2CSc2ccccc2-3)C1 (configuration not stated)
45	CC(C)(C)[C@H]1COC(=O)[C@H](Cc2ccc(F)cc2)CC/C=C/C[C@@H](CC(=O)N[C@H](CO)Cc2ccccc2)C(=O)N1
46	COc1ccc(NC(=O)Nc2ccc(CC(=O)O)cc2)cc1
47	Cc1ccc(C(=O)CSc2ccc(-c3ccccc3)nn2)cc1
48	CCn1cc(S(=O)(=O)NCCc2ccccc2OC)cn1

assay / compound,43,44,45,46,47,48
AHR activator,7,8,0,-1,4,10
TPT1 inh,-2,1,.,-5,1,-1
PAFAH2 inh,9,-9,8,4,-6,-7
core dimer inh,11,-3,.,-3,14,-3
proCasp3 act,6,-1,2,-8,-5,4
Fh CTSL1 inh,0,1,.,-2,-6,0
PP1 inh,-4,0,.,0,1,0
PP5 primary,0.8,-2.0,.,1.4,3.8,0.9
proCasp7 act,14,-8,0,10,-2,-5

Entries of single compounds, looked up by structure. Screens in order: AHR activator | TPT1 inh | PAFAH2 inh | core dimer inh | proCasp3 act | Fh CTSL1 inh | PP1 inh | PP5 primary | proCasp7 act
Cc1ccc(C(=O)CSc2ccc(-c3ccccc3)nn2)cc1 as listed: 4 | 1 | -6 | 14 | -5 | -6 | 1 | 3.8 | -2
COc1ccc(NC(=O)Nc2ccc(CC(=O)O)cc2)cc1 as listed: -1 | -5 | 4 | -3 | -8 | -2 | 0 | 1.4 | 10

(more compounds)
49	CCOc1cc(C(=O)NCCOC)cc(OCC)c1OCC
50	O=C(NCC1CCCCC1)C1CCN(C(=O)NC2CCCCC2)CC1
51	COc1ccc(OC)c(S(=O)(=O)NC2CCCCNC2=O)c1 (configuration not stated)
52	CCN(C(=O)COC(=O)c1ccc([N+](=O)[O-])o1)C1CCCCC1
53	COc1ccc(CC(NC(C)=O)C(=O)NC2CCN(c3nc(C)cc(C)c3C#N)CC2)cc1OC (configuration not stated)
54	CCc1cc(=O)[nH]c(SCC(=O)N2CCC(Cc3ccccc3)CC2)n1

assay / compound,49,50,51,52,53,54
AHR activator,3,0,3,0,2,-1
TPT1 inh,-2,3,2,.,3,1
PAFAH2 inh,6,-6,-3,5,1,3
core dimer inh,0,-2,-49,.,-5,2
proCasp3 act,8,3,-7,2,6,5
Fh CTSL1 inh,-2,-2,-8,.,2,0
PP1 inh,-4,2,2,.,-4,-3
PP5 primary,1.2,1.3,-1.7,.,0.1,-2.2
proCasp7 act,8,0,-5,-1,8,9

High-throughput results: PubChem BioAssay, The Scripps Research Institute Molecular Screening Center
